Bioassay records from PubChem BioAssay.
Tau fluor counter: counter-screen for tau fibril formation inhibitors; tau K18 P301L Alexa594 fluorescence, heparin fibrillization; Potency, µM (series often up to 57.7 µM), inactives show top-dose activity change, negative = decrease; hit rate 0.93% among 280,000; note: % is set by controls: 0 for no effect and ±100 for the full control effect; nearly all actives have a fitted effect of over 55% in size
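Human tau K18 P301L (15 uM unlabeled, 0.24 uM Alexa 594-labeled) in 100 mM sodium acetate pH 7 with 20 uM heparin, 6 hr at 37 C. ThT 30 uM added, 1 hr ambient; Alexa 594 FP and total fluorescence read at 555/632 nm.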
HTT aggregate: inhibitors of mutant huntingtin aggregate formation in PC12 cells; hit rate 1.1% among 220,000; PC12 HttQ103-GFP aggregates, Acumen cytometry, 40 h; Potency, µM (top dose mostly 46.1 µM), for inactives: at the highest dose activity change, negative = inhibition, hits mostly inhibitors; note: % is set by controls: 0 for no effect and ±100 for the full control effect; nearly all actives have a fitted effect of over 60% in size
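Multiplexed with ATP-based cell death, this channel scores GFP aggregates in PC12 cells expressing inducible HTTex1-Q103-GFP. Induction used 100 nM tebufenozide; compounds were tested in concentration series.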
SMN2 splice enh: enhancers of SMN2 splice variant expression; HEK293 SMN2-luciferase splicing reporter, luminescence, 30-36 h; Potency, µM (doses to about 46.1 µM), for inactives: at the highest dose activity change, positive = activation, usual class: activators; hit rate 2.8% among 210,000; AID 1458; note: % of control where 0% means no effect; nearly all actives have a fitted effect of over 55% in size
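qHTS luciferase splicing reporter: luminescence rises when SMN2 exon 7 is included in transfected HEK293 cells. Compound exposure lasted 30-36 h at 37C, with 4.5 mM final sodium butyrate as control, followed by a ONE-Glo read.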
Tau ThT inhib: inhibitors of human tau fibril formation, thioflavin T binding; recombinant tau K18 P301L (four-repeat tau fragment), heparin-induced fibrillization, ThT fluorescence; Potency, µM (highest dose often 57.4 µM), for the others: at the highest dose activity, negative = inhibition, hits mostly inhibitors; hit rate 2.1% among 270,000; note: % is set by controls: 0 for no effect and ±100 for the full control effect; nearly all actives have a fitted effect of over 55% in size
Target sequence (P10636 561-689 P618L limits assumed): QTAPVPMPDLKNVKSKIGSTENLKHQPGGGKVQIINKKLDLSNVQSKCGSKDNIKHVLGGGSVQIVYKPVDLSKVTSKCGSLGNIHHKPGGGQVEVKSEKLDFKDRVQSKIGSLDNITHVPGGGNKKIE
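K18 P301L tau (15 uM + 0.24 uM Alexa 594-tagged), heparin 20 uM, NaOAc pH 7, 6 h 37 C; ThT 30 uM, 1 h RT, ex 450/em 510 nm.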
Tau fibril FP: blocks human tau fibril formation measured by polarization; P10636; K18 P301L tau heparin fibrillization, Alexa594 FP, 6 h; Potency, µM (top dose mostly 57.7 µM), for inactives: at the highest dose activity, negative = inhibition, hits mostly inhibitors; hit rate 0.39% among 280,000; AID 1468; note: % is set by controls: 0 for no effect and ±100 for the full control effect; nearly all actives have a fitted effect of over 55% in size
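Quantitative HTS format: compounds meet 15 uM recombinant K18 P301L tau and Alexa 594-tau tracer in 100 mM sodium acetate pH 7; 20 uM heparin triggers fibrillization at 37 C over 6 hr; FP gives the signal.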
HTT ATP protect: Huntington cell model cytoprotection by ATP luminescence; AID 1471; Potency, µM (top dose mostly 56.4 µM), inactives show cytoprotection (ATP increase), usual class: activators; PC12 HTT-Q103 induced, cytoprotection, ATP luminescence, 40 h; hit rate 0.14% among 230,000;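 note: % of control where 0% means no effect; nearly all actives have a fitted effect of over 45% in size; toxic huntingtin expression switched on by the ecdysone agonist tebufenozide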
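PC12 cells with ecdysone-inducible HTT exon 1 Q103-GFP, induced with 100 nM tebufenozide and co-treated with library compounds in a dose series (1536-well, 1500 cells/well). Cytoprotection read as ATP content by ATPlite luminescence.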
ALDH1A1 inh: ALDH1A1 (human) enzyme inhibition; P00352; Purified ALDH1A1, NADH fluorescence, propionaldehyde substrate; Potency, µM (top dose mostly 75.3 µM), without a hit: at the top dose activity, negative = inhibition, usual class: inhibitors; hit rate 7.3% among 220,000; active = well fitted inhibition curve with a large enough effect, not every such curve was filed as active; inconclusive = small, poorly fitted or top-dose-only effect, or another doubt; inactive = no such curve, though single readings can be large or run the other way;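 note: plate controls were no enzyme wells and a reference inhibitor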
Target sequence (P00352 whole entry, looked up): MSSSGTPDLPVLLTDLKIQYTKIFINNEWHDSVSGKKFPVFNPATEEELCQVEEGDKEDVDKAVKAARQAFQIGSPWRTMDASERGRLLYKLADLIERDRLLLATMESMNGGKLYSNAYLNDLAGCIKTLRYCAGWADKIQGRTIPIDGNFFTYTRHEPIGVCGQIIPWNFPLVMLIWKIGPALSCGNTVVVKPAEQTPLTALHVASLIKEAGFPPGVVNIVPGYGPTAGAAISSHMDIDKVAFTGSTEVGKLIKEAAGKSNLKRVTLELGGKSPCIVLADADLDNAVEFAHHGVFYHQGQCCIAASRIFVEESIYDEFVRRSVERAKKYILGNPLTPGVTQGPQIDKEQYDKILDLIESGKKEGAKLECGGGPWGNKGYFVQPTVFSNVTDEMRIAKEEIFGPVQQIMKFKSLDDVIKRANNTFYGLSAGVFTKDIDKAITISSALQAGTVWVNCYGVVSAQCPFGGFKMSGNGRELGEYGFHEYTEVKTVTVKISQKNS
JMJD2E inh: JMJD2E (human) inhibition | JMJD2E catalytic domain, FDH-coupled NADH fluorescence (FDH is formaldehyde dehydrogenase) | Potency, µM (highest dose often 57.1 µM), without a hit: at the top dose activity change, negative = inhibition, actives largely listed as inhibitors | hit rate 1.6% among 230,000 | B2RXH2; active = well fitted inhibition curve with a large enough effect, not every such curve was filed as active; inconclusive = small, poorly fitted or top-dose-only effect, or another doubt; inactive = no such curve, though single readings can be large or run the other way;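 note: 0% = wells with enzyme and -100% = buffer wells without enzyme; nearly all actives have a fitted effect of over 50% in size; many of its hits are not listed in these tables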
Target sequence (B2RXH2 1-337 limits assumed): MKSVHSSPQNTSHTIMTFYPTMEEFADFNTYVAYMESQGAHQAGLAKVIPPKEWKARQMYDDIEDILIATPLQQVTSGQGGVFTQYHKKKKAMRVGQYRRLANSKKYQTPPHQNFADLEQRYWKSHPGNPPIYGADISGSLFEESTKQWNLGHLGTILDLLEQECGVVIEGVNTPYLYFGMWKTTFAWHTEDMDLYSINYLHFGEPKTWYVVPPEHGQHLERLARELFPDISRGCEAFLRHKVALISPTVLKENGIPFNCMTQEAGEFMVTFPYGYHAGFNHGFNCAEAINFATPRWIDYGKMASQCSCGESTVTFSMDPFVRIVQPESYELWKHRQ
Starred values were filed as active, the others as inactive; ? = inconclusive; . = no result given; [ ] = remark or other dose. Unless noted, calls come from the whole dose curve; as a rule, active = well fitted curve in the direction sought with a large enough effect; inconclusive = small, poorly fitted or top-dose-only effect, or another doubt; inactive = no such curve, though single readings can be large; an effect the other way counts as inactive or inconclusive. Potency is the fitted concentration of half-maximal effect.

SMILES | Tau fluor counter | HTT aggregate | SMN2 splice enh | Tau ThT inhib | Tau fibril FP | HTT ATP protect | ALDH1A1 inh | JMJD2E inh
COc1cccc(-c2cc(C(F)(F)F)n3ncc(C(=O)NCC4CCCO4)c3n2)c1 (stereo unspecified) | -1% | 9%[9.22 µM] | 17% | -11% | -6% | -31% | ? | 8%
CCN(CC)S(=O)(=O)c1cc(C(=O)OCC(=O)NC(=O)c2cccn2C)ccc1C | -9% | 17% | -15% | -11% | 7% | 19%[10 µM] | 3% | -2%
CN(C)c1ccc(/C=[N+](\[O-])C(C)(C)/C=N/O)cc1 | 0% | -14% | -8% | -10% | 7% | -10%[10 µM] | 22µM* | -6%
C=CC(COCc1ccccc1)N(Cc1ccccc1)S(=O)(=O)c1ccccc1Br (stereo unspecified) | -22% | -3%[9.22 µM] | . | ? | -5% | 14%[10 µM] | . | -2%
O=S(=O)(NCC(c1ccco1)N1CCN(c2ccccc2F)CC1)c1ccc2c(c1)OCCO2 (stereo unspecified) | 4% | 5% | -32%[inhibitor] | 6% | -1% | -10%[10 µM] | ? | -3%
Cc1ccc(NC(=O)Cn2c(=O)n(CCCS(=O)(=O)C3CCCCC3)c(=O)c3ccccc32)cc1F | -9% | . | -8% | 10% | -9% | . | . | .
Cc1ccc(-c2csc(=Nc3cccnc3)n2CCCn2ccnc2)cc1C | 2% | 3.5µM* | -40%[inhibitor] | -13% | 3% | -9%[10 µM] | ? | 11%
COc1cc(-c2cccc([C@H]3[C@@H]4C=CC[C@@H](C)[C@@H]4C(=O)N3Cc3ccccc3)c2)cc(OC)c1OC | -3% | . | . | -12% | 5% | . | ? | .
O=C(Nc1ccc(Cl)c([N+](=O)[O-])c1)ONC1=NCCCCC1 | -28% | -27% | -5% | -12% | -10% | 26% | -1% | 6%
CCC(NC(=O)NC1CCCCC1)c1ccccc1 (stereo unspecified) | -1% | 13%[9.22 µM] | . | -3% | 1% | 12%[10 µM] | -4% | -17%
CCN(CC)c1nc2n(c(=S)n1)CCS2 | 0% | 26%[9.22 µM] | -8% | -3% | -5% | -14% | 9% | 1%
Cc1ccsc1CN(C)Cc1nc(C2CC2)no1 | -10% | 19%[9.22 µM] | 6% | -8% | 2% | 14%[10 µM] | 5% | -10%
Cc1cc(SCC(=O)Nc2ccccc2)nc(C)n1 | 9% | -10% | -6% | 4% | 0% | -14% | 12% | -2%
CC(C)CCNc1nc2c(c(=O)n(Cc3cccc(F)c3)c(=O)n2C)n1C | ? | 25µM* | -25% | ? | 20% | -25% | 13µM* | 6%
CCc1cc2c(-c3ccccc3)cc(=O)oc2c2c1OCN(Cc1ccc(C)cc1)C2 | ? | . | 2% | ? | ? | . | . | .
Cc1ccc(N/N=C2\CCS(=O)(=O)c3sccc32)cc1 | ? | -10% | -2% | ? | 7% | -57%[inhibitor] | ? | 0%
O=C(CN1CCN(Cc2ccccc2)CC1)N/N=C/c1ccccc1F | -11% | 25%[9.22 µM] | . | -12% | -3% | 29%[10 µM] | . | -5%
CN1CCN(C(=S)c2cn(Cc3ccccc3)c3ccccc23)CC1 | -16% | 0% | ? | -7% | 7% | -24% | -4% | 0%
Cc1ccc(NC(=S)N(Cc2ccco2)C(C)c2cccs2)cc1 (stereo unspecified) | -3% | 12% | . | -10% | -2% | 26%[10 µM] | 10% | -6%
CC(C)[C@H](NS(=O)(=O)c1cccc(Cl)c1)C(=O)OCC(=O)N1CCN(c2ccccc2)CC1 | -10% | 9% | -35%[inhibitor] | -17% | 12% | -6%[10 µM] | 2.5µM* | 5%
O=C(CCc1ccccc1)NCCc1cccs1 | -8% | -16% | 10% | -7% | -12% | -23% | 3% | 1%
CC(=O)NS(=O)(=O)c1ccc(NC(=O)COc2ccc(C(=O)c3ccccc3)cc2)cc1 | -20% | -12% | 2% | -15% | -6% | . | 10µM* | 2%
Cc1ccc(Cl)cc1N1CCN(Cc2nnnn2Cc2ccco2)CC1 | -12% | -22% | -16% | -14% | 7% | 9%[10 µM] | ? | -3%
COC(=O)C1=C(C)NC(=O)/C1=C\N(C)C | -12% | 28% | 20% | ? | ? | -24% | ? | -9%
Cc1ccc(OCC(=O)N/N=C\c2ccc(O)cc2)c([N+](=O)[O-])c1 | -16% | 0% | -17% | ? | -3% | 6% | -5% | 0%
SMILES | Tau fluor counter | HTT aggregate | SMN2 splice enh | Tau ThT inhib | Tau fibril FP | HTT ATP protect | ALDH1A1 inh | JMJD2E inh
CCOC(=O)CN(C(=O)COc1nc(C)cc(C)c1C#N)c1cccc(Cl)c1 | 11% | 2%[9.22 µM] | . | 2% | -3% | -16%[10 µM] | . | 2%
Cn1c(=O)c2c(nc(SCC(=O)Nc3ccccc3)n2Cc2ccccc2F)n(C)c1=O | -11% | . | -10% | 13% | -3% | . | . | .
COc1ccc(-c2noc(CSc3nnc(-c4ccncc4)n3-c3ccc(F)cc3)n2)cc1OC | 0% | 7% | -9% | -4% | -4% | -4%[10 µM] | -15% | -4%
COc1ccc(OCCSc2nc3ccccc3c(=O)[nH]2)cc1 | -23% | -23% | . | -18% | 1% | -7% | -12% | 4%
O=C1OCc2cc(NC(=O)C3CCCCC3)ccc21 | 2% | 23% | 46% | -4% | 8% | -1% | ? | 12%
Cc1nc2ncnn2c(N2CCN(c3cccc(C(F)(F)F)c3)CC2)c1C | -10% | ? | -65%[inhibitor] | ? | 2% | -42%[inhibitor] | -2% | -2%
O=C(N/N=C/c1ccc(N2CCOCC2)o1)c1cccc(F)c1 | -9% | ? | 6% | ? | -9% | 16%[1.9 µM] | ? | ?
Cc1cccc(N2CCN(C(c3ccc(N(C)C)cc3)c3nnnn3C(C)(C)C)CC2)c1C (stereo unspecified) | -16% | 23% | -57%[inhibitor] | ? | 11% | 12%[10 µM] | 3% | 0%
Cc1ccc(Cl)cc1NC(=O)CCS(=O)(=O)c1ccc(Br)s1 | -3% | . | -16% | 12% | -4% | . | . | .
COc1ccc(/C=C/C(=O)NC2CCCCCC2)cc1S(=O)(=O)N1CCOCC1 | -11% | 9% | -10%[1.84 µM] | -6% | -5% | 32%[10 µM] | ? | 3%
COC(=O)c1ccc(C(=O)NC(=S)Nc2nc3c(s2)CC(C)CC3)cc1 (stereo unspecified) | 4% | 9% | 16µM* | ? | 3% | 25%[10 µM] | ? | -12%
Cc1cc(C)n2c(SCC(=O)Nc3ccc(Cl)cn3)nnc2n1 | -9% | 11% | 7% | -7% | 1% | 6% | 13% | 6%
COCc1cc(C)n(CC(=O)N/N=C/c2ccc(-c3ccc(Cl)c(C(=O)O)c3)o2)c(=O)c1C#N | -6% | 2% | 6% | 1% | 1% | . | ? | -1%
Cc1ccc(-c2cc(C(=O)Nc3cc(C)on3)c3ccccc3n2)c(C)c1 | -21% | 25% | -12% | ? | 2% | 1% | ? | 2%
CCc1ccc(OCC(=O)NC(=S)Nc2ccc(Br)c(C)n2)cc1 | -17% | 7%[9.22 µM] | . | -18% | -7% | 16%[10 µM] | 5% | 18%
CCOC(=O)N1CCN(C(=O)c2ccc3c(=O)n(CCOC)c(=O)[nH]c3c2)CC1 | -11% | 16% | -25% | -16% | 1% | -10% | ? | 4%
COc1cccc(/C=C2\N=C(c3c(-c4ccccc4)noc3C)OC2=O)c1 | -2% | -2% | -6% | -13% | -2% | -14%[10 µM] | 6% | -5%
O=C(C1=NN[C@@H]2C(=O)N(c3ccccc3C(F)(F)F)C(=O)[C@H]12)c1cnccn1 | ? | -27%[9.22 µM] | . | . | -18% | -6%[10 µM] | . | 3%
COc1cc(-c2cc(=O)c3c(O)c(OC)c(OC)cc3o2)cc(OC)c1O | -25% | 4%[9.22 µM] | . | ? | -3% | -31%[10 µM] | . | ?
Cc1ccc(C(=O)CC(=O)c2ccc(C(C)(C)C)cc2)cc1 | -15% | 6%[9.22 µM] | . | ? | ? | 15%[10 µM] | 3% | -16%
CCOc1ccc(-c2nn(-c3ccccc3)cc2C2NC(=O)NC(C)=C2C(=O)OC(C)C)cc1C (stereo unspecified) | -18% | . | -3% | -12% | 2% | . | . | .
CCOc1ccc(NC(=O)c2sc3nc4c(cc3c2N)CN(Cc2ccccc2)CC4)cc1 | -23% | . | -13% | ? | -3% | . | . | .
COC(=O)c1ccc(CC(=O)c2c(C)cc(O)cc2O)o1 | ? | -1% | . | 28µM* | ? | -7% | 28µM* | 18µM*
COc1cccc(NC(=O)Nc2ccc3snnc3c2)c1 | ? | . | 19% | ? | ? | . | . | .

Structures from the list above that have a Cl atom:
SMILES | Tau fluor counter | HTT aggregate | SMN2 splice enh | Tau ThT inhib | Tau fibril FP | HTT ATP protect | ALDH1A1 inh | JMJD2E inh
O=C(Nc1ccc(Cl)c([N+](=O)[O-])c1)ONC1=NCCCCC1 | -28% | -27% | -5% | -12% | -10% | 26% | -1% | 6%
CC(C)[C@H](NS(=O)(=O)c1cccc(Cl)c1)C(=O)OCC(=O)N1CCN(c2ccccc2)CC1 | -10% | 9% | -35%[inhibitor] | -17% | 12% | -6%[10 µM] | 2.5µM* | 5%
Cc1ccc(Cl)cc1N1CCN(Cc2nnnn2Cc2ccco2)CC1 | -12% | -22% | -16% | -14% | 7% | 9%[10 µM] | ? | -3%
CCOC(=O)CN(C(=O)COc1nc(C)cc(C)c1C#N)c1cccc(Cl)c1 | 11% | 2%[9.22 µM] | . | 2% | -3% | -16%[10 µM] | . | 2%
Cc1ccc(Cl)cc1NC(=O)CCS(=O)(=O)c1ccc(Br)s1 | -3% | . | -16% | 12% | -4% | . | . | .
Cc1cc(C)n2c(SCC(=O)Nc3ccc(Cl)cn3)nnc2n1 | -9% | 11% | 7% | -7% | 1% | 6% | 13% | 6%
COCc1cc(C)n(CC(=O)N/N=C/c2ccc(-c3ccc(Cl)c(C(=O)O)c3)o2)c(=O)c1C#N | -6% | 2% | 6% | 1% | 1% | . | ? | -1%

These rows are one share of the data; count on the stated rates, not on these rows.
